NR5A2 inv ag – LRH-1 (NR5A2) inverse agonists, primary screen, cell-based, luminescence, HEK293T, StAR-luciferase reporter; Nuclear receptor subfamily 5 group A member 2 (Homo sapiens), O00482; LRH-1 transfected, 24 h; inhibition, % at 3.6 µM; hit rate 0.13% among 360,000;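 active = inhibition above the mean inhibition of all tested compounds plus 3 SD, cut at about 73% in these data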;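 note: 0% = DMSO wells and 100% = reporter-only cells lacking LRH-1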
ABHD5 PLIN5 PPI – ABHD5-PLIN5 interaction inhibitors, primary screen, cell lysate, split luciferase complementation, luminescence. Split G. princeps luciferase complementation, 4 h. Perilipin-5 (Homo sapiens) + 1-acylglycerol-3-phosphate O-acyltransferase ABHD5 (Homo …. hit rate 0.78% among 360,000. inhibition, % at 4 µM;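 active = inhibition above the mean inhibition across every tested compound plus 3 SD, cut at about 22% in these data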;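 note: 0% = DMSO only wells and the 100% control is not disclosed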
MC4R antagonist – MC4R antagonists of cAMP signaling, primary screen, cell-based, TR-FRET, antagonist arm of biased-ligand search | Melanocortin receptor 4 (Homo sapiens), P32245 | MC4R-expressing cells, MTII-stimulated cAMP, LANCE TR-FRET | inhibition, % at 6.5 µM | hit rate 0.48% among 360,000 | AID 540295, 2011;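 active = inhibition above its plate's cutoff, the mean of tested wells on that plate plus 3 SD, cut at about 29% in these data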;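 note: 0% = Melanotan II alone and 100% = Melanotan II plus saturating MCL0020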
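Material: human MC4R-expressing U2OS cells. Probe or stimulus: Melanotan II challenge. Dosing: 6.5 µM single dose. Times: 30-min compound, 1-h challenge, 1-h detection, room temperature. Technique: TR-FRET with Eu-cAMP and labeled anti-cAMP, 671 nm. Replication: singlicate.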
LMP1 NFkB inh – EBV LMP1-driven NF-kappaB luciferase reporter inhibitors, primary screen, cell-based, luminescence, single point; LMP1-induced NF-kappaB luciferase reporter cells; inhibition, % at 12.5 µM; hit rate 0.69% among 350,000; in the data active = inhibition above about 41%;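 note: 0% = neutral control wells and 100% = reference inhibitor control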
SRC2 inh – inhibition of GAL4-SRC2 driven luciferase reporter, primary screen, SRC2 inhibitor project, cell-based, luminescence. Nuclear receptor coactivator 2 (Homo sapiens), Q15596. HEK293 GAL4-SRC2 luciferase reporter. inhibition, % at 9 µM. hit rate 0.17% among 370,000;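 active = inhibition above the mean inhibition of all tested compounds plus 3 SD, set per campaign, cut at about 52% in these data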;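 note: 0% = DMSO treated cells and 100% = cells given Gossypol at 36 µM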
Target sequence (Q15596 whole entry, looked up, the tested form may be a part): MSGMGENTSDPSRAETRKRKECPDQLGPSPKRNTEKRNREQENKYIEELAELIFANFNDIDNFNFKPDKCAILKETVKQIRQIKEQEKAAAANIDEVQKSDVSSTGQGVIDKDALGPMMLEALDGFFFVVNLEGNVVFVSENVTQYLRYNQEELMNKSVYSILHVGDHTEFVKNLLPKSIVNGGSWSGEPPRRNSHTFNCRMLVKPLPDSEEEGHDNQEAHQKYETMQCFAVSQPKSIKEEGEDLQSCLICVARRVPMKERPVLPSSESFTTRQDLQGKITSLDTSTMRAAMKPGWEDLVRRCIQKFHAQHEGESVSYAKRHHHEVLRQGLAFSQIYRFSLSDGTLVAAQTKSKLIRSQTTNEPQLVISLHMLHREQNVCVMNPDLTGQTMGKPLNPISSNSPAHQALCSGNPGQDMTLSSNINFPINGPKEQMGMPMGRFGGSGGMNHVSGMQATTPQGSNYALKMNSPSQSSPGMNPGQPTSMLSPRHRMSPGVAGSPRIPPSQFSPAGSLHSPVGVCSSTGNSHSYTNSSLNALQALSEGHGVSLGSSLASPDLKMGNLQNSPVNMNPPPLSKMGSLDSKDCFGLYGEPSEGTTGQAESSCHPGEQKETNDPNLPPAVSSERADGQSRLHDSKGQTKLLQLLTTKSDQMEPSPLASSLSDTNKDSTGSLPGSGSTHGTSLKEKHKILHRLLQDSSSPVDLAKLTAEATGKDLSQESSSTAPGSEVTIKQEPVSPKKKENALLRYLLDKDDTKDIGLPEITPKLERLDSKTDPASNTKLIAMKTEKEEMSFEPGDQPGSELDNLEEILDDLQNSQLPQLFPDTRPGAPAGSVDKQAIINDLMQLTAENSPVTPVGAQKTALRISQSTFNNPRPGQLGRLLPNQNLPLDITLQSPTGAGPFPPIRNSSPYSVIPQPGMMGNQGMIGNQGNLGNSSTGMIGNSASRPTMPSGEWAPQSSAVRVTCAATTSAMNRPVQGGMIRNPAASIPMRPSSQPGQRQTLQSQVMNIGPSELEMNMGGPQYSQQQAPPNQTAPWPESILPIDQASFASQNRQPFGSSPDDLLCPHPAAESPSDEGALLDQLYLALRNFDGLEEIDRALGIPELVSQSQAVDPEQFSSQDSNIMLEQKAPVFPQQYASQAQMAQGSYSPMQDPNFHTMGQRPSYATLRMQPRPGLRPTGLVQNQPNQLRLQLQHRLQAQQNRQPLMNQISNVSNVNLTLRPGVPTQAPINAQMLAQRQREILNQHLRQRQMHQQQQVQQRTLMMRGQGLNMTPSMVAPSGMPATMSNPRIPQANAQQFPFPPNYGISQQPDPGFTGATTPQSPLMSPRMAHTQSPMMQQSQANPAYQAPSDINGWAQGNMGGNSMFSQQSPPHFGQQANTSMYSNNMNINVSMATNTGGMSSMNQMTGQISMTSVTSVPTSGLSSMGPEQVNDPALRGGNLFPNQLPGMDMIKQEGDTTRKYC
MC4R barr agon – MC4R agonists recruiting beta-arrestin, primary screen, cell-based, luminescence, agonist arm of biased-ligand search. U2OS MC4R beta-arrestin complementation; percent of melanotan II response, DMSO zero. activation, % at 8.9 µM. hit rate 0.98% among 360,000;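 active = activation above a per-plate cutoff, the mean activation of sample wells on that plate plus 3 SD, cut at about 8% in these data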
NCOA1 inh – SRC1 coactivator transcriptional activity inhibitors, primary screen, cell-based, luminescence | Nuclear receptor coactivator 1 (Homo sapiens), Q15788 | HEK293 GAL4-SRC1 luciferase reporter | inhibition, % at 3.6 µM | hit rate 0.12% among 360,000 | AID 588354, 2011;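 active = inhibition above the campaign mean plus 3 SD, with each screening campaign given its own cutoff, cut at about 60% in these data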;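 note: 0% = DMSO treated cells and 100% = gossypol at 36 µM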
NR2F2 inh – NR2F2 transcriptional activity inhibitors, primary screen, cell-based, luciferase reporter, HEK293T, luminescence; AID 686940, 2013; HEK293T NGFI-A luciferase reporter; inhibition, % at 8.6 µM; hit rate 0.7% among 370,000; COUP transcription factor 2 (Homo sapiens), P24468;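 active = inhibition above a per-plate cutoff, mean inhibition of test wells between control levels plus 3 SD, cut at about 38% in these data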;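 note: cells cotransfected with COUP-TFII expression vector driving the NGFI-A reporter; 0% = median of COUP-TF2 test wells and 100% = reporter-only cells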
TLR9-MyD88 inh – inhibitors of TLR9-MyD88 association in cells, primary screen, cell-based, CHO, BLA complementation, fluorescence; inhibition, % at 4.98 µM; Toll-like receptor 9 (Homo sapiens) + Myeloid differentiation primary response protein …; CCF4 FRET ratio; hit rate 0.21% among 340,000;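 active = inhibition above the mean over all tested compounds plus 3 SD, cut at about 21% in these data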;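 note: 0% = DMSO only wells and 100% = clavulanate BLA inhibitor control wells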
SRC3 inh – SRC3 coactivator transcriptional activity inhibitors, primary screen, cell-based, luminescence. HEK293 GAL4-SRC3 luciferase reporter. AID 588352, 2011. Nuclear receptor coactivator 3 (Homo sapiens), Q9Y6Q9. hit rate 0.17% among 360,000. inhibition, % at 3.6 µM;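 active = inhibition above a per-campaign cutoff, the mean of all compounds plus 3 SD, cut at about 60% in these data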;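 note: 0% = DMSO-treated cells and 100% = gossypol-treated cells at 36 µM; higher means less SRC3-driven luciferase light from the GAL4 reporter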
NOD2-RIPK2 inh – NOD2-RIPK2 binding disruptors in cells, primary screen, fluorescence, CHO cells, BLA complementation; Receptor-interacting serine/threonine-protein kinase 2 (Homo sapiens), O43353; CCF4 ratio; inhibition, % at 4.98 µM; hit rate 0.38% among 360,000; AID 624267, 2012; in the data active = inhibition above about 21%;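 note: 0% = vehicle only and 100% = reference blocker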
The depositor's hits bear a star; x = not tested or not shown. Only part of the results is shown. The share of hits here may be higher or lower than overall.

SMILES	NR5A2 inv ag	ABHD5 PLIN5 PPI	MC4R antagonist	LMP1 NFkB inh	SRC2 inh	MC4R barr agon	NCOA1 inh	NR2F2 inh	TLR9-MyD88 inh	SRC3 inh	NOD2-RIPK2 inh
Cc1ccc(Cl)c(OCC(=O)Nc2cc(S(=O)(=O)N3CCOCC3)ccc2N2CCCC2)c1	-3	1	5	5	1	-1.2	1	-3	3	-5	-3
CC1CCCCC1NC(=O)c1cccc(NC2=NC3CS(=O)(=O)CC3S2)c1 (configuration not stated)	7	-16	7	4	-2	1.5	-2	1	-16	-12	-7
O=C(Nc1ccc2c(c1)OCO2)c1ccc2c(c1)S(=O)(=O)c1ccccc1C2=O	-1	-4	-2	-5	4	-1.7	-7	6	-5	-24	-5
CCSc1nnc(CCNC(=O)OC(C)(C)C)o1	-10	-3	16	-2	4	-1.5	-12	-3	0	12	1
CC1(c2nnc(-c3cccc(Cl)c3)o2)CC(c2cccc(Cl)c2)=NO1 (configuration not stated)	8	-8	9	3	-17	0.0	11	2	10	-8	5
COc1ccc(C(CCN(Cc2ccc(OC)c(OC)c2)C(C)=O)C(C)C)cc1 (configuration not stated)	-23	2	22	5	27	-1.6	-16	14	-10	7	-1
COc1cc(CCC(=O)OCC(=O)Nc2c(F)cccc2F)cc(OC)c1OC	8	1	9	-3	1	-2.5	6	-12	-1	-21	-14
COC(=O)C1=C(N)OC2=C(C(=O)CC(C)(C)C2)C1c1ccccc1OCC#N (configuration not stated)	-3	-6	28	2	0	0.8	4	4	8	8	0
CCCCN(C1CCS(=O)(=O)C1)S(=O)(=O)c1cc(C)ccc1C (configuration not stated)	18	2	-6	-8	11	-1.8	-3	17	-1	0	-6
CC(=O)Nc1ccc(-c2nnn(CC(=O)c3ccccc3)n2)cc1Cl	-2	5	-6	-1	-24	-2.4	-2	-15	2	-27	-1
COc1cc(CN2CCCC(N3CCN(c4ccccc4C)CC3)C2)ccc1O (configuration not stated)	-12	-4	12	-3	-2	-0.9	-19	12	-3	-10	2
COc1ccc(CNC(=O)C2CC(=O)N(C3CCCCC3)C2)cc1 (configuration not stated)	6	11	20	3	10	-1.4	-18	9	2	0	2
CC(=O)c1ccc(-c2c(CCO)sc3ccccc23)cc1	-47	0	x	x	-27	x	x	-18	x	x	3
CCOc1ccccc1NC(=O)N1C2CCCC1CC(NC(=O)C1CC1)C2 (configuration not stated)	-11	0	0	0	0	-0.7	10	6	5	5	1
C#Cc1ccc([C@@H]2C=C(C(=O)N3CCOCC3)O[C@H](OCc3ccc(CO)cc3)C2)cc1	12	-6	2	-7	1	-1.4	-5	-3	-12	3	-11
O=CN(CCN(C=O)CN1CCCCC1)CN1CCCCC1	1	1	5	5	-23	0.1	13	0	4	2	-5
CCc1ccc(Nc2n[n+](-c3ccccc3)c(-c3ccc(OCc4ccccc4)cc3)s2)cc1	10	-7	10	3	-19	1.3	-23	15	-8	-7	0
COc1ccc(CCN(C)C(=O)COC(=O)/C=C/c2ccc(C)o2)cc1OC	16	18	-9	-25	-6	-2.1	4	-4	3	6	0
Cc1ccc(-n2ncc3c(=O)[nH]c(SCC(=O)N4CCOCC4)nc32)cc1	5	-1	1	-6	12	-2.0	-11	-6	1	-18	6
Cc1oc(-c2ccccc2)nc1C(=O)OCC(=O)NC(C)c1ccccc1 (configuration not stated)	-1	-2	3	27	15	-4.8	-16	21	-31	-4	-5
CC(C)(C)OC(=O)NCCCC[C@H](NC(=O)c1[nH]cnc1C(=O)Nc1ccc(Cl)cc1)C(=O)OC(C)(C)C	21	3	15	6	x	1.1	17	x	2	12	-3
c1ccc(COc2ccc(CN3CCN(c4ccccn4)CC3)cc2)cc1	-108	-4	0	-23	-33	0.9	-94	-15	-5	-80	3
COC(CNC(=O)c1cn(C)c2ccc(S(=O)(=O)N(C)C3CCCCC3)cc2c1=O)OC	18	11	3	10	-15	0.1	6	17	-3	-13	7
CC1(C)OC(=O)C2=C(C[C@@H](C3CC3)O[C@H]2c2ccc(Cl)cc2)O1	-5	5	x	x	-8	x	x	8	x	x	-2
CCNC(=O)CN(C1CCCCC1)S(C)(=O)=O	-10	14	-8	-4	2	4.5	8	-4	-4	8	4

Other entries follow.
SMILES	NR5A2 inv ag	ABHD5 PLIN5 PPI	MC4R antagonist	LMP1 NFkB inh	SRC2 inh	MC4R barr agon	NCOA1 inh	NR2F2 inh	TLR9-MyD88 inh	SRC3 inh	NOD2-RIPK2 inh
CCOc1ccc(S(=O)(=O)n2nc(C)cc2C)cc1	8	4	5	10	-32	-0.2	1	4	2	3	-2
COc1ccc(NC(=O)Cn2nc(C(=O)O)c3ccccc3c2=O)cc1Cl	10	10	-4	-3	-10	-1.1	-14	-4	2	3	-13
Cc1ccc(C2(c3ccc(C)cc3)CC2C(=O)NC(C)C)cc1 (configuration not stated)	-7	0	21	-12	0	0.5	-4	-6	-3	5	-1
Cc1ccc(CNC(=O)Nc2ccccc2)cc1	-95	6	3	-5	-44	-0.8	-72	-26	7	-45	-9
Cc1cc(C(C)(C)C)cc(C)c1C(=O)O	-4	0	16	-2	-6	0.6	-5	-8	1	-11	2
Cc1ccc(-c2nn(C)c(=O)c3ccccc23)cc1CNS(C)(=O)=O	-34	2	6	-5	-13	1.8	-43	-19	-1	-25	-7
O=C(Cc1n[nH]c(=O)c2ccccc12)OCC(=O)N(Cc1ccccc1)Cc1ccccc1	5	-2	7	-2	-1	-1.9	-15	14	3	8	-5
COCC1CCN(C(=O)c2cc(COc3ccc(-n4cncn4)cc3)on2)C1 (configuration not stated)	20	-2	-3	7	10	-0.5	-4	14	-6	-13	-8
Cc1nccn1-c1ccc(C(F)(F)F)cc1[N+](=O)[O-]	-1	-3	13	-5	1	2.1	-8	6	-7	-5	-3
N#CCCCC1(CCCC#N)OCCO1	-1	-2	-2	-2	-2	-0.4	14	-14	-6	-9	-7
CCN(CC(=O)Nc1ccccc1C(F)(F)F)C(=O)CN1C(=O)NC(C)(c2ccc3ccccc3c2)C1=O (configuration not stated)	8	1	8	5	2	-0.2	-3	0	3	2	13
COc1cccc(S(=O)(=O)N2CCN(Cc3ccc4c(c3)OCO4)CC2)c1	15	0	0	11	-33	-3.1	-9	14	2	-19	-5
O=C(O)CSc1nnc(Cn2cnc3ccccc32)n1CCc1ccccc1	-4	-4	3	-3	-9	-1.6	-14	2	4	5	-5
CC[N+](C)(CC)CC(=O)OCC1C(C)C=C(C)CC1C (configuration not stated)	11	-6	1	-6	-6	0.1	-18	16	-7	27	9
CN(CC(=O)Nc1ccc(F)c(F)c1F)C(=O)C1CSC2(C)CCC(=O)N12 (configuration not stated)	7	-16	3	4	-4	-1.1	14	3	-4	-5	6
CSc1ncccc1C(=O)OCc1ccc(Br)cc1	-12	3	10	-9	-17	-1.6	13	0	4	6	10
Cc1[nH]cnc1C(=O)N/N=C/c1c(Cl)cccc1Cl	-98	-10	2	-11	-37	0.3	-31	-38	-4	-85	6
COC(=O)C1CN(S(=O)(=O)c2ccc(C)cc2)CCN1S(=O)(=O)c1ccc(C)cc1 (configuration not stated)	-4	-2	6	0	-5	-2.0	0	1	-4	-9	2
CC1Cc2cc(S(=O)(=O)N3CCC(C(=O)N(C)Cc4ccco4)CC3)ccc2N1C(=O)C1CCC1 (configuration not stated)	11	13	2	-1	2	0.6	-19	-9	-11	22	-10
COc1nc(NCc2cccnc2)nc(NC2CCCCC2)n1	-8	-2	-7	-1	-4	-1.9	-19	9	-1	-16	5
CN(CCc1cn[nH]c1)C(=O)CC1C(=O)NCCN1Cc1ccccc1C(F)(F)F (configuration not stated)	3	6	0	-4	-4	3.4	-26	3	5	6	7
COc1cccc(CN(C(=O)c2ccccc2Br)C2CCS(=O)(=O)C2)c1 (configuration not stated)	1	-9	7	0	16	0.2	15	8	-8	-11	-1
COC(=O)C1C(=O)/C(=C(/C)N2CCCC2)C(=O)CC1(C)C (configuration not stated)	-4	-3	-6	1	-1	0.3	-3	13	-5	14	-5
Cc1cc(O)c2c(-c3ccccc3)cc(=O)oc2c1	6	-1	-7	-1	-47	-1.1	3	-4	6	1	0
CCN(CC)S(=O)(=O)c1ccc(/C=C/C(=O)Nc2cccc(F)c2)cc1	-8	2	7	-12	11	1.3	-17	38*	8	-13	1

Remaining list, next part
SMILES	NR5A2 inv ag	ABHD5 PLIN5 PPI	MC4R antagonist	LMP1 NFkB inh	SRC2 inh	MC4R barr agon	NCOA1 inh	NR2F2 inh	TLR9-MyD88 inh	SRC3 inh	NOD2-RIPK2 inh
O=C(CN1CCN(C(=O)c2ccco2)CC1)Nc1ccccc1	15	-1	2	2	-5	0.2	-11	-4	2	4	-11
COc1cccc(NC(=S)N(CCCN2CCC(C)CC2)Cc2cccs2)c1	3	2	3	1	-8	-2.0	-36	6	-1	17	-5
C[C@H]1CN([C@@H](C)CO)C(=O)CCCn2nncc2CO[C@H]1CN(C)S(=O)(=O)c1ccc(F)cc1	20	4	8	-5	1	-2.8	-7	14	0	8	-5
CCOc1ccc2ccccc2c1CNc1nnnn1C	0	4	4	2	3	-1.5	3	-1	4	8	0
CCCn1cc(S(=O)(=O)CC(=O)Nc2ccc(OC)cc2OC)c2ccccc21	-7	-4	14	-6	-3	-1.8	-35	1	-1	2	-7
NS(=O)(=O)c1ccc(NC(=S)NCc2ccco2)cc1	13	-1	1	-9	17	0.0	-1	9	-10	16	-13
Nn1c(SCc2ccccc2)nnc1-c1ccco1	-8	-10	19	-6	5	1.4	-15	-12	0	-2	-10
NC(=O)NC(=O)C[n+]1cccc(/C=N/O)c1	7	-4	7	-8	10	-1.6	-20	10	2	6	-13
CCOC(=O)Cc1cc(=O)n2[nH]c(C)c(-c3ccccc3OC)c2n1	21	4	0	11	18	-1.9	-8	16	-6	26	-6
COc1ccc(CN(CC(=O)NC2CCCC2)C(=O)c2csnn2)cc1	-6	2	18	-3	-2	0.6	-10	8	-2	7	-3
